Bioassay records (PubChem BioAssay)
HEK293 tox = cytotoxicity counter-screen for GLP-1 receptor inverse agonists; HEK293 cAMP-luciferase reporter cells, luminescence, 24 h; Potency, µM (titrated, usually from 38.3 µM), inactives show top-dose activity change, negative = inhibition, usual class: inhibitors; 0.13% of 410,000 active;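 note: loss of luciferase light is scored as toxicity; potency is the fitted concentration of half-maximal effect; % is set by controls: 0 for no effect and ±100 for the full control effect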
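Luminescence readout: signal drop marks cytotoxicity. Plated cells grew 12 h at 37 °C, 5% CO2, received 23 nL compound for 24 h, then got luciferase reagent, read after 12 min at RT.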
IL-2 act = IL-2 activation | IL-2 activation reporter assay, cell-based qHTS; stimulated with anti-CD3/CD4/CD28 beads; in transgenic mouse T cells | activation, % (series mostly up to about 46 µM) | 0.065% of 360,000 active | AID 652025; in the data active = activation above about 50%; inconclusive = mostly about 30% to 49%; note: 0% is about no effect
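EGFP and DsRed fluorescence is measured by plate cytometry in unstimulated transgenic mouse T cells exposed to compound for 60 minutes, then stimulated 18 hours at 37 degrees C with anti-CD3/anti-CD4 beads plus anti-CD28.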
PLK1 PBD block = blocks phosphopeptide binding to human PLK1 polo-box domain; P53350; Plk1 PBD binding of FITC phosphopeptide, fluorescence polarization; Potency, µM, for inactives: max response, negative = inhibition, actives largely listed as inhibitors; 2.8% of 360,000 active; AID 720504; note: potency is the fitted concentration of half-maximal effect; series mostly up to about 57 µM; % is set by controls: 0 for no effect and ±100 for the full control effect; nearly all actives have a fitted effect of over 65% in size
DRD3 antagonist = D3 dopamine receptor (human) antagonism | P35462 | D3R cells, DiscoveRx beta-arrestin luminescence, antagonist mode; stronger effect = lower value | max response, negative = inhibition, % | 2.5% of 360,000 active | AID 652054; in the data active = max response below about -50%; inconclusive = no clear call, values can overlap the other calls; note: % is set by controls: 0 for no effect and ±100 for the full control effect; mostly tested at two doses, the higher about 12 µM
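Cells plated overnight at 1500 cells/well, then exposed to library compounds with dopamine controls for 90 minutes at 37 degrees C. DiscoveRx reagent added for 30–60 minutes at room temperature; luminescence read, quantitative HTS format.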
PI5P4Ka inh = PI5P4K alpha (human) kinase inhibition; P48426; PI5P4Kalpha enzyme, ADP-Glo luminescence, 60 min; stronger effect = lower value; max response, %; 1.2% of 330,000 active; AID 652105; active = max response of -50% or lower; inconclusive = between -30% and -50%; inactive = -30% or higher; note: value at the top dose of about 77 µM; % is set by controls: 0 for no effect and ±100 for the full control effect
Target sequence (P48426 whole entry, looked up): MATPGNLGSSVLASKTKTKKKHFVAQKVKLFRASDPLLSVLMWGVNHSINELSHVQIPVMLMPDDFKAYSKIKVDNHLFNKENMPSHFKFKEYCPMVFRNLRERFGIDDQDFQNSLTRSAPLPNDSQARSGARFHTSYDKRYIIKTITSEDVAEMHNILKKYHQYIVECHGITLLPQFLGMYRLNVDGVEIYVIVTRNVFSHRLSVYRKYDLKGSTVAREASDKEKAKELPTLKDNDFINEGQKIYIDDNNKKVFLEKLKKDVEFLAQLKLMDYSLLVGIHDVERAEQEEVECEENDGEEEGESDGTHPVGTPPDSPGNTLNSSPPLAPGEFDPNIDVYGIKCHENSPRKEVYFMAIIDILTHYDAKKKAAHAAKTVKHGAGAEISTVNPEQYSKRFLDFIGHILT
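Luminescence from ADP-Glo served as readout of PI5P4Kalpha activity in a qHTS format. Reaction: enzyme, substrate, compound, ATP at 5 microM final, 60 min at RT.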
WRN inhibitor = blocks human WRN helicase | Potency, µM (top dose mostly 114 µM), for the others: top-dose activity change, negative = inhibition, usual class: inhibitors | 0.46% of 360,000 active | AID 651768 | WRN helicase unwinding, fluorescent forked duplex, kinetic; note: potency is the fitted concentration of half-maximal effect; % is set by controls: 0 for no effect and ±100 for the full control effect; nearly all actives have a fitted effect of over 55% in size
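Primary qHTS, 1536-well format. 20 nM WRN + compound, 15 min RT; start with 100 nM forked fluorophore/quencher duplex, 2 mM ATP (final); kinetic read ex 525/em 598 nm.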
D3 ag = D3 dopamine receptor (human) agonism; AID 652048; 0.58% of 410,000 active; D3R DiscoveRx beta-arrestin cells, luminescence, 90 min; max activation, %; in the data active = max activation above about 30%; note: 0% is about no effect; mostly tested at two doses, the higher about 12 µM
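Agonist-mode cell screen: cells plated at 1500/well and incubated overnight at 37 °C, then exposed to library compounds for 90 min at 37 °C. Detection reagent was added for 30–60 min at room temperature, and luminescence was read.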
GLP1R inv ag = GLP-1 receptor (human) inverse agonism; HEK293 GLP-1R CRE-luciferase, luminescence, 24 h; GLP-1R form is constitutively active; Potency, µM (series often up to 38.3 µM), for the others: top-dose activity change, negative = inhibition, hits mostly inhibitors; 1.6% of 410,000 active; note: potency is the fitted concentration of half-maximal effect; % is set by controls: 0 for no effect and ±100 for the full control effect; nearly all actives have a fitted effect of over 55% in size
Target sequence (P43220 whole entry, looked up): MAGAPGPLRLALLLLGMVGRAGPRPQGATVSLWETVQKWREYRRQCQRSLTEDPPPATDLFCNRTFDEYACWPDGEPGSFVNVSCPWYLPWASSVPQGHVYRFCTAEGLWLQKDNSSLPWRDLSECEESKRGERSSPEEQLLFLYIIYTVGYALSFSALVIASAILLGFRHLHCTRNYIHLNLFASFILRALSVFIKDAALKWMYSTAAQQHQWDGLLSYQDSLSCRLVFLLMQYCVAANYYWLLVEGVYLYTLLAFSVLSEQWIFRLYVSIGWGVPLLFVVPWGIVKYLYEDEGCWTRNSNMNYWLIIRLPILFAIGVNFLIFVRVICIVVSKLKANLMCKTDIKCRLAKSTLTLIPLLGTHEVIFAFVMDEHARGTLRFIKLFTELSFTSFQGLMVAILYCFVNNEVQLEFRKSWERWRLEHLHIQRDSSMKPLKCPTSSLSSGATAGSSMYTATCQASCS
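Stable HEK293 clone (constitutively active GLP-1R + cAMP-response luciferase); 200 cells/uL plated, 12 h pre-culture, compound 24 hr, 37 deg C/5% CO2; detection reagent 12 min RT; luminescence.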
GLP1R ag = GLP-1 receptor (human) agonism. P43220. HEK293 GLP-1R CRE-luciferase, luminescence, 4-6 h; cells express a hypersensitive GLP-1R form. Potency, µM (highest dose often 45.6 µM), inactives show at the highest dose activation, most hits filed as activators. 0.007% of 380,000 active. AID 624172; note: potency is the fitted concentration of half-maximal effect; % of control where 0% means no effect
* hit, by the source's call; [ ] = dose if it differs, or a comment. Unless noted, calls come from the whole dose curve; as a rule, active = well fitted curve in the direction sought with a large enough effect; inconclusive = small, poorly fitted or top-dose-only effect, or another doubt; inactive = no such curve, though single readings can be large; an effect the other way counts as inactive or inconclusive.

Results for C=C(C)Cn1c(-c2cccc([N+](=O)[O-])c2)n[nH]c1=S ?
HEK293 tox: -8%; IL-2 act: -0.8; PLK1 PBD block: -16%; DRD3 antagonist: inconclusive; PI5P4Ka inh: -16; WRN inhibitor: -1%; D3 ag: -7; GLP1R inv ag: 13%; GLP1R ag: 1%

Results for Cc1ccc(NC(=O)CN(C)c2ccc(S(=O)(=O)N3CCCC3)cn2)cc1 ?
HEK293 tox: 0%; IL-2 act: 0.1; PLK1 PBD block: 0%; DRD3 antagonist: 3; PI5P4Ka inh: 3; WRN inhibitor: -8%; D3 ag: -10; GLP1R inv ag: -15%; GLP1R ag: 8%

How did COc1ccc2cc(C3(C)NC(=O)N(CC(=O)NCc4ccco4)C3=O)ccc2c1 (stereo unspecified) do in these assays?
HEK293 tox: -3%; IL-2 act: -0.7; PLK1 PBD block: 2%; DRD3 antagonist: -16; PI5P4Ka inh: 1; WRN inhibitor: 3%; D3 ag: -2; GLP1R inv ag: 4%; GLP1R ag: -7%

How did C=CCn1c(=O)c2ccccc2n2c(SCC(N)=O)nnc12 do in these assays?
HEK293 tox: 5%; IL-2 act: 4.5; PLK1 PBD block: -4%; DRD3 antagonist: -4; PI5P4Ka inh: -3; WRN inhibitor: -6%; D3 ag: 4; GLP1R inv ag: -1%; GLP1R ag: 2%

What do the screens show for `CSc1ccc(Cn2nnc(C(=O)NCc3ccccc3)c2N)cc1`?
HEK293 tox: 1%; IL-2 act: 1.8; PLK1 PBD block: -2%; DRD3 antagonist: 3; PI5P4Ka inh: -1; WRN inhibitor: -4%; D3 ag: 0; GLP1R inv ag: 1%; GLP1R ag: 6%

What do the screens show for `Cc1cc(NC(=O)C2CCCN(S(=O)(=O)c3c(C)noc3C)C2)n[nH]1` (stereo unspecified)?
HEK293 tox: 3%; IL-2 act: 1.5; PLK1 PBD block: 0%; DRD3 antagonist: 2; PI5P4Ka inh: 0; WRN inhibitor: 4%; D3 ag: 1; GLP1R inv ag: 1%; GLP1R ag: 2%

Results for O=C(Nc1nnc(SCC(=O)N2CCCCC2)s1)c1ccc(F)cc1F ?
HEK293 tox: -6%; IL-2 act: 0.6; PLK1 PBD block: 7%; DRD3 antagonist: 15; PI5P4Ka inh: -1; WRN inhibitor: 0%; D3 ag: 1; GLP1R inv ag: -18%; GLP1R ag: -2%

How did CCCCN1C(=O)NC(NC(=O)c2ccco2)(C(F)(F)F)C1=O (stereo unspecified) do in these assays?
HEK293 tox: -19%; IL-2 act: 2.2; PLK1 PBD block: -3%; DRD3 antagonist: 20; WRN inhibitor: -2%; D3 ag: 26; GLP1R inv ag: 0%; GLP1R ag: -20%

How did COC(=O)c1ccc(-n2c(C)cc(/C=N/n3cnnc3)c2C)cc1 do in these assays?
HEK293 tox: 16%; IL-2 act: 1.9; PLK1 PBD block: inconclusive; DRD3 antagonist: 15; PI5P4Ka inh: 2; WRN inhibitor: 2%; D3 ag: -2; GLP1R inv ag: 0%; GLP1R ag: -2%

Results for COc1ccc(N=Nc2nc(-c3ccccc3)c(-c3ccccc3)[nH]2)cc1 ?
HEK293 tox: inconclusive; IL-2 act: -4.2; PLK1 PBD block: 4%; DRD3 antagonist: inconclusive; PI5P4Ka inh: 2; WRN inhibitor: -14%; D3 ag: -33; GLP1R inv ag: inconclusive; GLP1R ag: 6%

How did Cc1ccccc1NC(=O)Cc1nc(CCl)cs1 do in these assays?
HEK293 tox: -4%; IL-2 act: -0.3; PLK1 PBD block: inconclusive; DRD3 antagonist: 4; PI5P4Ka inh: -3; WRN inhibitor: 2%; D3 ag: 3; GLP1R inv ag: 14%; GLP1R ag: -1%

Results for Cn1c(/N=C/c2c(O)ccc3ccccc23)nc2ccccc21 ?
HEK293 tox: -24%; IL-2 act: 3.4; PLK1 PBD block: 1.3µM*; DRD3 antagonist: inconclusive; WRN inhibitor: 45µM*; D3 ag: -9; GLP1R inv ag: 0%; GLP1R ag: -25%

The closing 2 records of the section above open the next one.
How did Cc1ccccc1NC(=O)Cc1nc(CCl)cs1 do in these assays?
HEK293 tox: -4%; IL-2 act: -0.3; PLK1 PBD block: inconclusive; DRD3 antagonist: 4; PI5P4Ka inh: -3; WRN inhibitor: 2%; D3 ag: 3; GLP1R inv ag: 14%; GLP1R ag: -1%

Results for Cn1c(/N=C/c2c(O)ccc3ccccc23)nc2ccccc21 ?
HEK293 tox: -24%; IL-2 act: 3.4; PLK1 PBD block: 1.3µM*; DRD3 antagonist: inconclusive; WRN inhibitor: 45µM*; D3 ag: -9; GLP1R inv ag: 0%; GLP1R ag: -25%

How did Cc1cc(C)c(C(=O)c2ccccc2)c(C)c1 do in these assays?
HEK293 tox: -1%; IL-2 act: 0.0; PLK1 PBD block: -10%; DRD3 antagonist: -19; PI5P4Ka inh: -1; WRN inhibitor: 11%; D3 ag: -8; GLP1R inv ag: -22%; GLP1R ag: 12%

What do the screens show for `CC(=O)O/N=C(\N)Cc1ccc(-c2csnn2)cc1`?
HEK293 tox: -26%; IL-2 act: 0.8; PLK1 PBD block: 3%; DRD3 antagonist: 0; PI5P4Ka inh: 1; WRN inhibitor: 8%; D3 ag: 1; GLP1R inv ag: 13%; GLP1R ag: 5%

What do the screens show for `Cc1cc(NC(=O)CSc2ccc(F)cc2)no1`?
HEK293 tox: 5%; IL-2 act: 0.9; PLK1 PBD block: -2%; DRD3 antagonist: -1; PI5P4Ka inh: 5; WRN inhibitor: 0%; D3 ag: 3; GLP1R inv ag: 15%; GLP1R ag: 11%

What do the screens show for `CCCOc1ccc(/C(O)=C2/C(=O)C(=O)N(c3ccccn3)C2c2ccc(OC)cc2)cc1C` (stereo unspecified)?
HEK293 tox: 4%; IL-2 act: -1.6; PLK1 PBD block: inconclusive; DRD3 antagonist: 14; PI5P4Ka inh: -25; WRN inhibitor: -13%; D3 ag: 5; GLP1R inv ag: 10%; GLP1R ag: -5%

How did CN(NC(=S)Nc1ccc(OC(F)F)cc1)C(=S)Nc1ccc(OC(F)F)cc1 do in these assays?
HEK293 tox: 5%; IL-2 act: -2.2; PLK1 PBD block: -25%; DRD3 antagonist: 18; PI5P4Ka inh: -2; WRN inhibitor: -6%[57.1 µM]; D3 ag: 9; GLP1R inv ag: inconclusive; GLP1R ag: 9%

How did CCC(C)C(Nc1ncnc2scc(-c3ccccc3)c12)C(=O)O (stereo unspecified) do in these assays?
HEK293 tox: 3%; IL-2 act: -1.1; PLK1 PBD block: -8%; DRD3 antagonist: 0; PI5P4Ka inh: -2; WRN inhibitor: 2%; D3 ag: 2; GLP1R inv ag: -22%; GLP1R ag: -3%

What do the screens show for `CCCN(CCC)CCNC(=O)c1cc2c(C)nc3ccccc3c2o1`?
HEK293 tox: -42%; IL-2 act: -0.9; PLK1 PBD block: -4%; DRD3 antagonist: -52*; WRN inhibitor: 14%; D3 ag: -40; GLP1R inv ag: -23%; GLP1R ag: -20%

What do the screens show for `O=C(Nc1ccn(Cc2cccc3ccccc23)n1)c1cccnc1`?
HEK293 tox: -3%; IL-2 act: -3.9; PLK1 PBD block: -5%; DRD3 antagonist: 16; PI5P4Ka inh: 4; WRN inhibitor: -4%; D3 ag: 3; GLP1R inv ag: inconclusive; GLP1R ag: 18%

What do the screens show for `COc1ccc(OC)c(NC(=S)NCCSc2ccc(C)cc2)c1`?
HEK293 tox: -23%; IL-2 act: -0.3; PLK1 PBD block: -8%; DRD3 antagonist: 12; PI5P4Ka inh: 0; WRN inhibitor: -2%; D3 ag: -1; GLP1R inv ag: inconclusive; GLP1R ag: 0%

Results for Cc1ccc(NC(=O)C2CCN(S(=O)(=O)c3cccc4nsnc34)CC2)cc1 ?
HEK293 tox: -12%; D3 ag: -1; GLP1R inv ag: -18%; GLP1R ag: 1%

Results for O=C(Cn1cncn1)NCc1cccc(OC(F)F)c1 ?
HEK293 tox: 21%; IL-2 act: -2.1; PLK1 PBD block: -12%; DRD3 antagonist: -9; PI5P4Ka inh: 1; WRN inhibitor: -25%[57.1 µM]; D3 ag: -6; GLP1R inv ag: -11%; GLP1R ag: 1%

How did Cc1nc(N)sc1N=Nc1ccccc1C(F)(F)F do in these assays?
HEK293 tox: inconclusive; IL-2 act: -0.4; PLK1 PBD block: -7%; DRD3 antagonist: -7; PI5P4Ka inh: 11; WRN inhibitor: -2%; D3 ag: 14; GLP1R inv ag: -29%; GLP1R ag: 29%

What do the screens show for `Cc1ccc2c(COC(=O)c3ccccc3Cl)cc(=O)oc2c1`?
HEK293 tox: 8%; IL-2 act: 0.1; PLK1 PBD block: -13%; DRD3 antagonist: 2; PI5P4Ka inh: 2; WRN inhibitor: 9%; D3 ag: 3; GLP1R inv ag: 2%; GLP1R ag: 16%

How did COc1ccc(OC)c(NC(=O)C2C3CC4OC(=O)C2C4C3)c1 (stereo unspecified) do in these assays?
HEK293 tox: -21%; IL-2 act: -0.1; PLK1 PBD block: -11%; DRD3 antagonist: 21; PI5P4Ka inh: -6; WRN inhibitor: 17%; D3 ag: -3; GLP1R inv ag: 5%; GLP1R ag: 0%

How did CCOC(=O)C1(CCc2ccccc2)CCN(C(=O)CN2C(=O)CSC2=O)CC1 do in these assays?
HEK293 tox: 7%; IL-2 act: -1.0; PLK1 PBD block: -5%; DRD3 antagonist: 10; PI5P4Ka inh: 2; WRN inhibitor: -27%; D3 ag: 5; GLP1R inv ag: -6%; GLP1R ag: 8%

What do the screens show for `O=C(Nc1ccccc1C(=O)O)/C(=C/c1ccc([N+](=O)[O-])cc1)NC(=O)c1ccc(Br)o1`?
HEK293 tox: -3%; IL-2 act: 0.0; PLK1 PBD block: -22%; DRD3 antagonist: -8; PI5P4Ka inh: -12; WRN inhibitor: -8%[11.6 µM]; D3 ag: 1; GLP1R inv ag: 13%; GLP1R ag: -1%

What do the screens show for `CN(C)C(=O)CN(C)S(=O)(=O)c1ccc(Cl)cc1`?
HEK293 tox: 8%; IL-2 act: 0.6; PLK1 PBD block: 0%; DRD3 antagonist: -19; WRN inhibitor: -11%; D3 ag: 8; GLP1R inv ag: 35%[activator]; GLP1R ag: 21%

How did O=C(NC1CCCCC1)C(c1ccc(F)cc1)N(CCc1ccccc1)C(=O)CN1C(=O)c2ccccc2S1(=O)=O (stereo unspecified) do in these assays?
HEK293 tox: 4%; IL-2 act: -1.1; PLK1 PBD block: -2%; DRD3 antagonist: 10; PI5P4Ka inh: 10; WRN inhibitor: 8%; D3 ag: 2; GLP1R inv ag: 4%; GLP1R ag: -8%
